RmlC RmlD mix: inhibitors of RmlC and RmlD coupled enzymes; RmlC/RmlD coupled enzyme inhibition, 384-well mixture HTS; 110,000 compounds, 0.39% hits; inhibition, % at 5.5 µM; AID 1532; in the data active = inhibition above about 30%, passing the limit was not always enough; inconclusive = no clear call, values can overlap the other calls; also: strong numbers were not always called active
RT RNaseH block: inhibitors of HIV-1 reverse transcriptase RNase H. P04585. RT-RNase H RNA/DNA duplex cleavage, fluorescence. 65,000 compounds, 1.9% hits. inhibition, % at 10 µM; in the data active = inhibition above about 50%
Starred values were filed as active, the others as inactive; ? = inconclusive; . = not tested or not shown. Only part of the results is shown (hit frequency here may not be typical).

compound,RmlC RmlD mix,RT RNaseH block
COc1ccc(C(=O)NC2CCN(S(=O)(=O)Cc3ccccc3)CC2)c(OC)c1,5,-7
COc1ccc(C[C@H]2NC[C@H](O)[C@H]2OC(C)=O)cc1,2,.
O=C(CSc1nc2ccccc2nc1SCC(=O)N1CCCCC1)N1CCCCC1,11,-26
Cc1cccc(C)c1NC(=O)C(c1ccccc1)N1CCC1=O (stereo unspecified),-9,.
COc1ccc(COC(=O)NC2CCN(S(=O)(=O)c3ccc(OC)cc3)CC2)cc1,-9,.
COc1nc(-c2ccccc2)ccc1-c1noc(-c2ccco2)n1,0,-3
COC(=O)[C@@H]1C[C@H]2CC[C@H](O)C[C@H]2N1Cc1ccccc1OC(=O)c1cccs1,2,.
O=C1N/C(=C\c2ccc(N3CCOCC3)c(F)c2)C(=O)N1Cc1ccccc1,-6,.
Cc1ccc(CNC(=O)CN2CCN(Cc3ccc(C)cc3)C2=O)cc1,7,-11
Cc1ccc(NC(=O)CSc2nnc(-c3ccncc3)o2)cc1,-1,.
COc1cccc2c(=O)c(SC(F)(F)C(F)C(F)(F)F)c(C)[nH]c12 (stereo unspecified),7,-2
CCCCCCNc1c([N+](=O)[O-])cc(C)cc1[N+](=O)[O-],-6,.
COc1ccc(-c2nnn(CC(=O)N3CCN(c4ccccc4OC)CC3)n2)cc1,7,.
O=C1C2C3C=CC(C3)C2C(=O)N1/N=C/c1cn(Cc2ccccc2)c2ccccc12 (stereo unspecified),10,.
O=C(Nc1nc2ccccc2n1CCN1CCCC1)c1ccc(Cl)cc1,-53,-4
COc1ccc(C(=O)c2sc(Nc3cccc(OC)c3)c(C(=O)Nc3cccc(C)c3C)c2N)cc1,-29,.

Next section, overlapping the part above by four compounds.
compound,RmlC RmlD mix,RT RNaseH block
COc1ccc(-c2nnn(CC(=O)N3CCN(c4ccccc4OC)CC3)n2)cc1,7,.
O=C1C2C3C=CC(C3)C2C(=O)N1/N=C/c1cn(Cc2ccccc2)c2ccccc12 (stereo unspecified),10,.
O=C(Nc1nc2ccccc2n1CCN1CCCC1)c1ccc(Cl)cc1,-53,-4
COc1ccc(C(=O)c2sc(Nc3cccc(OC)c3)c(C(=O)Nc3cccc(C)c3C)c2N)cc1,-29,.
COc1ccc2[nH]c(=O)c(CN(CCc3ccccc3)Cc3nnnn3CC3CCCO3)cc2c1 (stereo unspecified),-4,2
O=C(Cc1cccs1)N1CCC(c2nc3c(nnn3Cc3ccccc3)c(=O)[nH]2)CC1,-6,3
Cc1ccc(S(=O)(=O)Nc2nc(C)cc(-n3nc(C)cc3C)n2)cc1,-10,.
O=C(CCSc1ccccc1)Nc1nccs1,2,.
CCOC(=O)N1CCN(C(=O)C2CCN(S(C)(=O)=O)CC2)CC1,2,0
O=C(CCc1ccccc1)NNC(=S)NC(=O)c1ccccc1,-17,.
Cn1c(N)c(C(=O)COC(=O)c2cc(C(F)(F)F)nc3ccccc23)c(=O)n(Cc2ccccc2)c1=O,-5,.
O=C(CN1CCOCC1)Nc1ccc(Oc2ccccc2)cc1,6,5
CCOC(=O)CSc1nc(-c2ccccc2)cc(C(F)(F)F)n1,7,.
CCCC(=O)Nc1nc2n(n1)C(c1ccccc1)CC(=O)N2 (stereo unspecified),-7,.
COC(=O)c1ccc(CN2CCN(Cc3ccc(C(=O)OC)o3)CC2)o1,-11,-10
CCOC(=O)CSc1nnc(-c2cccc(Cl)c2)n1CC,103,-13
CCN(C1CCCCC1)S(=O)(=O)c1ccc(C(=O)O)cc1,-10,6
Cc1ccc(-n2c(-c3ccc(Br)cc3)c[n+]3c2CCc2ccc4cccnc4c2-3)cc1,6,.
CCc1nnc(NC(=O)CCC(=O)N2CCN(CCc3ccccc3)CC2)s1,.,-3
N#CCCNC(=O)CCN1CCOCC1,-5,-6
Cc1ccc(NC2=CC(=O)CC(c3ccco3)C2)c(N)c1 (stereo unspecified),-10,-1
COC(=O)CCCC1=CC2=CC(=O)C(C)(OC(=O)c3ccc(Cl)nc3)C(=O)C2=CO1 (stereo unspecified),-11,.
COC(=O)c1ccc(CSc2nnc(N)s2)cc1,.,-20
COCc1[nH]nc2c1C(c1ccc(F)cc1F)C(C#N)=C(N)O2 (stereo unspecified),-8,-10
CCOC(=O)C(NC(=O)CC)(Nc1ccccc1OC)C(F)(F)F (stereo unspecified),6,8
O=C(c1ccoc1)N1CCC2(CC1)Oc1ccc(F)cc1C(=O)C21CC(c2cccnc2)=NO1 (stereo unspecified),11,.
COc1cc(-c2cc3nc(C)c(C)c(=O)n3[nH]2)cc(OC)c1OC,9,-12
CCOC(=O)c1cccc(NC(=O)CSc2nnc(C)n2Cc2ccccc2)c1,-12,16
CCCCCCOc1ccc(N2C(=O)CC(S/C(N)=N/N=C(\C)c3cccs3)C2=O)cc1 (stereo unspecified),-9,.
Cc1ccc(Nc2nc3nonc3[nH]c2=O)cc1C,11,-4
CCc1nc(C)c(C#N)c2cc(OC)c(OC)cc12,5,-14
CCOc1ccc(-c2nnn(CC(=O)c3cc(OC)ccc3OC)n2)cc1,-17,5
Cc1cc(NC(=O)c2cccc(N3C(=O)CCC3=O)c2)no1,-2,1
Clc1ccc(-c2cn3cccnc3n2)cc1Cl,9,.
CN(C)c1nc(N)nc(/C(C#N)=C/C2CC3C=CC2C3)n1 (stereo unspecified),3,0
CN(C)CCCNC1=CC(=O)OC12CCCCC2,7,.

2 of these compounds, reformatted.
molecule: CCOC(=O)N1CCN(C(=O)C2CCN(S(C)(=O)=O)CC2)CC1
  RmlC RmlD mix: 2	RT RNaseH block: 0

molecule: O=C(CCc1ccccc1)NNC(=S)NC(=O)c1ccccc1
  RmlC RmlD mix: -17	RT RNaseH block: .

(continued)
compound,RmlC RmlD mix,RT RNaseH block
CCOC(=O)N1CCN(c2cc(C)nc3nc(C)nn23)CC1,15,2
Cc1nn(-c2nc3ccccc3[nH]2)c(N)c1-c1ccc(Cl)cc1,5,.
COc1cc(CNc2nc(C)c([N+](=O)[O-])c(C)c2C#N)cc(OC)c1,9,.
CC(C)N(C)CCOC(=O)c1ccc2c(c1)OCCO2,5,.
Cn1c(CSc2nc3ccccc3s2)nnc1SCC(=O)NCc1ccccn1,-33,.
COc1ccc(C(=O)c2ccc(OC)c(N)c2)cc1N,21,-5
COc1ccc(C(=O)Nc2cc(OC)nc(OC)n2)cc1,5,.
Cc1cc(C(F)F)n2nc(C(=O)Nc3ccccc3F)nc2n1,-10,0

Overlap with the part before: 2 compounds, followed by the next part.
compound,RmlC RmlD mix,RT RNaseH block
COc1ccc(C(=O)Nc2cc(OC)nc(OC)n2)cc1,5,.
Cc1cc(C(F)F)n2nc(C(=O)Nc3ccccc3F)nc2n1,-10,0
Cc1ccc2[nH]cc(C(=O)CN3CCC4(CC3)OCCO4)c2c1,10,-3
CC(OC(=O)c1cc[n+]([O-])cc1)C(=O)Nc1ccc(Cl)cn1 (stereo unspecified),6,1
Cc1ccc2c(CN3C(=O)NC4(CCCCC4)C3=O)cc(=O)oc2c1C,9,-38
COc1ccccc1C(=O)N(Cc1nc(-c2ccc(Cl)cc2)no1)C(C)C,?,-19
O=c1c(Cl)c(NCCO)ncn1-c1ccccc1,-10,-5
O=C(O/N=C(\c1ccccc1)c1ccccn1)c1ccc(Cl)c(Cl)c1,-5,.
Cc1csc(=S)n1-c1ccccc1,9,.
CCc1ccc(-c2nc(C(N)=O)c3[nH]c(=O)n(-c4ccccc4OC)c3n2)cc1,-5,-6
O=C(NCCC1=CCCCC1)C1CCN(c2nnc(-n3cccc3)s2)CC1,13,6
CCOc1cc(CNCCCN2CCOCC2)cc(Br)c1OCC(=O)Nc1cccc(C(F)(F)F)c1,2,.
CCC(C)NS(=O)(=O)c1ccc(NC(=O)c2c(-c3ccccc3)noc2C)cc1 (stereo unspecified),-11,-3
Cc1cc(C)nc(NS(=O)(=O)c2ccccc2)n1,-10,-17
CCCn1nc2cc(C(=O)NCc3ccccc3)ccc2c1OCC,1,.
COc1ccc(/C=C2/C(=O)N=C(N)N2C)cc1OC,11,.
Cc1nc2sc(C(c3ccc(F)cc3)N3CCN(C(=O)c4ccco4)CC3)c(O)n2n1 (stereo unspecified),.,-30
CCCCn1cnc2c([nH]c3ccccc32)c1=O,5,.
O=c1[nH]c(=O)n(Cc2ccccc2)c2nc(-c3ccco3)cc(C(F)(F)F)c12,-13,3
O=S(=O)(NCCc1ccncc1)c1ccc(Br)cc1,8,.
COC(=O)C(NS(=O)(=O)c1ccccc1Br)C(C)C (stereo unspecified),4,.
CCOC(=O)c1c(C)oc(/N=C/c2ccccc2O)c1C#N,-3,-10
NS(=O)(=O)c1cccc2cccnc12,80,-4
Cc1ccc(-c2nnn(CC(=O)N(Cc3ccc(F)cc3)C(C(=O)NC3CCCC3)c3ccncc3)n2)o1 (stereo unspecified),-9,.
Cc1nc(-c2cccc(S(=O)(=O)N3CC(C)CC(C)C3)c2)cs1 (stereo unspecified),14,.
Cc1ccc(NC2=NCC(=O)N2c2ccc3c(c2)OCCO3)c(C)c1,-15,0

(list continues)
Value order – RmlC RmlD mix	RT RNaseH block
Cc1ccc(NC(=O)N2CCc3ccccc32)cc1
 : -15	.
Cc1ccc2c(c1)C(c1ccccc1)N(C(=O)C(C)C)CC(=O)N2 (stereo unspecified)
 : 2	-12
CCOC(=O)C(C)n1cnc2c(nnn2-c2ccc(OC)cc2)c1=O (stereo unspecified)
 : -1	-5
CCC(=O)Nc1ccc(NC(=O)c2ccccc2Cl)nc1
 : 3	-7
COCCOC(=O)C1=C(N)Oc2c(oc(CO)cc2=O)C1c1c(F)cccc1Cl (stereo unspecified)
 : 6	.
CC(=O)/C(=N\Nc1ccccc1)Oc1ccc([N+](=O)[O-])cc1
 : -2	.
O=c1[nH]c(O)c(C=NC2CCN(Cc3ccccc3)CC2)c(=O)[nH]1
 : -3	-5
COc1ccc(-n2c(SC)nc3ccccc3c2=O)cc1
 : .	-7
NC(=O)c1c(-c2cccs2)csc1N
 : 3	80*
Nc1ccc2nc(-c3ccccc3)[nH]c2c1
 : 100	.
COc1cccc2c1C(=O)CC2NC(=O)C(F)(F)F (stereo unspecified)
 : -22	.
CCn1c(=O)c2c3c(sc2n2c(=S)[nH]nc12)CCC3
 : -4	.
COc1cccc(C2CC(c3ccc(C)cc3)n3nc(N)nc3N2)c1 (stereo unspecified)
 : -8	-3
Cc1cccc(-n2ncc3c(N4CCN(c5nc(C)cc(C)n5)CC4)ncnc32)c1
 : .	4
CC1=Nc2ncnn2C(c2ccccc2)/C1=N\O (stereo unspecified)
 : -6	1
CCOC(=O)c1cc2c(ccn2C)n1CC(=O)N1CCN(c2cccc(C(F)(F)F)c2)CC1
 : 5	.
CCc1ccc(-n2nc3ccc(NC(=O)c4ccc5c(c4)OCO5)cc3n2)cc1
 : 15	.
CC(=O)C1=C(C)NC(=O)NC1c1cccc(O)c1 (stereo unspecified)
 : -70	0
O=C1c2nc3ccccn3c2C(=O)N1Cc1ccccc1
 : -10	5
CC(NC(=O)c1cc2sccc2n1C)c1ccc2c(c1)OCCO2 (stereo unspecified)
 : .	0

Brought forward from above: 4 compounds, then new ones.
Value order – RmlC RmlD mix	RT RNaseH block
CCc1ccc(-n2nc3ccc(NC(=O)c4ccc5c(c4)OCO5)cc3n2)cc1
 : 15	.
CC(=O)C1=C(C)NC(=O)NC1c1cccc(O)c1 (stereo unspecified)
 : -70	0
O=C1c2nc3ccccn3c2C(=O)N1Cc1ccccc1
 : -10	5
CC(NC(=O)c1cc2sccc2n1C)c1ccc2c(c1)OCCO2 (stereo unspecified)
 : .	0
COc1ccc(OCC(=O)N2CCN(C(C)C)CC2)cc1
 : 8	.
CCCC(=O)NNC(=O)CCC(=O)NCc1ccccc1
 : -28	.
Cc1oc(-c2ccccc2F)nc1CS(=O)(=O)CC(=O)NCCCN(C)C1CCCCC1
 : 13	-4
Cc1cc(C(=O)N2CCC(C(F)(F)F)n3nccc32)on1 (stereo unspecified)
 : -14	-8
CCOC(=O)c1ccc(NC(=O)CN2C(=O)CNC2=O)cc1
 : 6	-5
O=C(C1Cc2ccccc2CN1S(=O)(=O)c1cccs1)N1CCCCCC1 (stereo unspecified)
 : 1	4
CC1CCC/C(=C\Nc2ccc3c(c2)OCO3)C1=O (stereo unspecified)
 : 6	7
C=CCc1c(C)nc(SC)nc1Nc1ccc(C(=O)O)cc1
 : 11	-10
CSc1ccc(Cl)c(C(=O)OCC(=O)NC2CC2)c1
 : 3	.
CCOC(=O)C1C(=O)NC(N2CCN(c3ccccc3)CC2)=NC1c1ccco1 (stereo unspecified)
 : 2	7
Cn1c(NCc2ccco2)nc2c1c(=O)n(Cc1ccc(Cl)cc1)c(=O)n2C
 : 6	0
CCN1CCN(C(=O)COc2ccc(S(=O)(=O)N(C)Cc3ccccc3)cc2)CC1
 : -5	-2
CCOC(=O)CSc1snnc1C
 : -7	.
COc1ccc(N(C(=O)c2ccco2)S(=O)(=O)c2cc(OC)ccc2OC)cc1
 : 6	-33
CCOC(=O)c1sc(NC(=O)c2cncc(Br)c2)nc1C
 : -12	.
COc1ccc(CCNC(=O)C2CC(c3ccccc3F)=NO2)cc1 (stereo unspecified)
 : 6	.
O=C(c1ccc2c(=O)n(-c3ccccc3)c(=O)[nH]c2c1)N1CCN(c2ccc(F)cc2)CC1
 : 20	-9
CCOc1c(Br)cc(CNc2ccc3c(c2)OCCO3)cc1OC
 : -10	.
